Source: PubChem
M1 ag: activates human CHRM1 receptor. P11229. CHO-K1 hM1, Fluo-8 calcium fluorescence, agonist mode; 0% DMSO, 100% acetylcholine EC100. activation, % at 3 µM. hit rate 0.33% among 360,000. AID 588814;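 active = activation above the run's mean compound activation plus 3 SD, cut at about 16% in these data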;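 also: peak over basal fluorescence ratio within a 140 s kinetic read after compound addition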
Target sequence (P11229 whole entry, looked up): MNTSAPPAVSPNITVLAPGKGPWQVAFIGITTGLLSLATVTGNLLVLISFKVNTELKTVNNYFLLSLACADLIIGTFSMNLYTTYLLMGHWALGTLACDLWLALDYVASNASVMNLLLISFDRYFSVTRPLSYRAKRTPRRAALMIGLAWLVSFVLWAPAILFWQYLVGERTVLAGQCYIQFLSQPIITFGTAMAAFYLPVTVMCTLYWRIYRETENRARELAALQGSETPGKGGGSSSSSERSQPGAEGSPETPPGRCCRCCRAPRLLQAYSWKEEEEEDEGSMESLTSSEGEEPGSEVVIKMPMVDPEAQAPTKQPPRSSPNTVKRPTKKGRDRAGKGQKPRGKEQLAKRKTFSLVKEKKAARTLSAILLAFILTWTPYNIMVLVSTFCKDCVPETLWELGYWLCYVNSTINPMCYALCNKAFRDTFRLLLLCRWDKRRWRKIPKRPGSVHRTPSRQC
M4 ag: agonists of human muscarinic M4 receptor (CHRM4). P08173. hit rate 0.14% among 360,000. activation, % at 3 µM. AID 624127. CHO-K1 hM4/Gqi5, Fluo-8 calcium fluorescence; vehicle 0%, full acetylcholine response 100%;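 active = activation above the run mean over all test wells plus 3 SD, cut at about 32% in these data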;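 also: peak over basal fluorescence ratio per well then scaled between controls; 0% = DMSO wells and 100% = acetylcholine at EC100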
Target sequence (P08173 whole entry, looked up): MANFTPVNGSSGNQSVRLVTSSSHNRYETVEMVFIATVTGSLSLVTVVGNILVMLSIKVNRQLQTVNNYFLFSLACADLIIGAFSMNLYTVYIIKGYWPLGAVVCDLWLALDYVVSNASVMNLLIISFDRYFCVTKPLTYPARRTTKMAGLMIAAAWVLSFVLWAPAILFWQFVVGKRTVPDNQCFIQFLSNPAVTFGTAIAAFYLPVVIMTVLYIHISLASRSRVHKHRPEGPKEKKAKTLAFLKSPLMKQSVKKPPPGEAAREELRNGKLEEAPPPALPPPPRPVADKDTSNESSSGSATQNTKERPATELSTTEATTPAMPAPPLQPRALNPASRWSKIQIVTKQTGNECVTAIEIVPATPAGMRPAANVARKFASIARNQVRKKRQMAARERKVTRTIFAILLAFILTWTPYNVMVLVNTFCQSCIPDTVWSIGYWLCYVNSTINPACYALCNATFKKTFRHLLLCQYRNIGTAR
M1 PAM: human CHRM1 positive allosteric modulation. hit rate 0.088% among 360,000. CHO-K1 hM1, Fluo-8 calcium fluorescence, ACh EC20; 0% = ACh EC20, 100% = maximal ACh. P11229. activation, % at 3 µM; in the data active = activation above about 19%, passing the limit was not always enough
CHRM5 PAM: CHRM5 positive allosteric modulation; P08912; CHO-K1 hM5, Fluo-8 calcium, ACh EC20 PAM; 0% = ACh EC20, 100% = ACh EC100; activation, % at 3 µM; hit rate 0.3% among 360,000; AID 624038;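 active = activation above the run cutoff, the mean activation of all test compounds plus 3 SD, cut at about 18% in these data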
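Test system: CHO-K1 hM5 cells / Doses: single-point, 3 µM nominal / Times: Post-acetylcholine fluorescence recording 140 s / Technique: Fluo-8 calcium fluorescence / Measure: Max/basal fluorescence ratio as % of EC20–EC100 ACh window / Benchmarks: low control EC20 acetylcholine (0%), high control EC100 acetylcholine (100%) / Replicates: one well per compound, no replicates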
CHRM1 antagonist: antagonists of human M1 muscarinic receptor; AID 588852; hit rate 1.3% among 360,000; CHO-K1 hM1, Fluo-8 calcium fluorescence, ACh EC80 antagonist; inhibition, % at 3 µM; P11229;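 active = percent inhibition above its own plate's cutoff, namely the mean of that plate's compound wells plus 3 SD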;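 also: peak over basal fluorescence ratio during 140 s after agonist addition; 0% = ACh EC80 plus DMSO and 100% = DMSO alone without agonist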
CHRM4 antagonist: CHRM4 antagonism in calcium assay. P08173. CHO-hM4 cells, ACh EC80, Fluo-8 calcium fluorescence. inhibition, % at 3 µM. hit rate 0.73% among 360,000. AID 624125;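 active = inhibition above its plate's cutoff, the mean inhibition of sample wells plus 3 SD, cut at about 27% in these data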;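 also: 0% = acetylcholine EC80 with DMSO and 100% = DMSO without agonist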
CHRM5 antagonist: blocks acetylcholine activation of human M5 receptor | CHO-hM5 cells, Fluo-8 calcium fluorescence, ACh EC80 | inhibition, % at 3 µM | hit rate 0.59% among 360,000 | AID 624040 | P08912;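 active = inhibition above a per-plate cutoff, the mean of that plate's test compounds plus 3 SD, cut at about 27% in these data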;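 also: 0% = acetylcholine EC80 with DMSO and 100% = DMSO without agonist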
TAAR1 ag: human TAAR1 agonism. Q96RJ0. CHO RD-HGA16 TAAR1, Fluo-8 calcium fluorescence; vehicle wells 0%, saturating PEA agonist 100%. activation, % at 3 µM. hit rate 0.99% among 360,000. AID 624467;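 active = activation above the mean activation of all test compounds in the run plus 3 SD, cut at about 38% in these data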
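Assay system: CHO-derived RD-HGA16 cells with stable Gα16 and human TAAR1; timing: 17-24 h seeding, 75 min 37 °C dye, 30 min RT; read-out: % activation from peak over basal fluorescence ratio, DMSO-to-PEA scaled; measured by: kinetic Fluo-8 calcium fluorescence; benchmarks: low control DMSO, high control PEA (EC100); doses: 3 µM single concentration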
CHRM5 agonist: agonists of human muscarinic M5 receptor (CHRM5); hit rate 0.19% among 360,000; P08912; AID 624037; activation, % at 3 µM; CHO-K1 hM5 cells, Fluo-8 calcium fluorescence; 0% DMSO wells, 100% maximal acetylcholine response;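 active = activation above the run's mean over test compounds plus 3 SD, cut at about 23% in these data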;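 also: signal is peak over basal fluorescence ratio across the kinetic read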
* hit, by the source's call; . = not tested or not shown. A portion of the library (hit frequency here may not be typical).

no.	SMILES	TAAR1 ag	CHRM1 antagonist	M1 PAM	CHRM5 antagonist	M1 ag	CHRM5 agonist	CHRM5 PAM	CHRM4 antagonist	M4 ag
1	Cc1ccc(-c2nnn(CC(=O)N(CC(=O)NCC3CCCO3)c3ccccc3)n2)o1 (stereo not drawn)	12	4	0	4	-6	-2	-1	-3	1
2	O=C(O)c1ccccc1C(=O)Nc1cc(C(F)(F)F)ccc1N1CCCC1	-1	-2	0	1	-4	-5	-4	-6	2
3	COc1cc(NC(=O)COC(=O)C2CC2)c(C)cc1[N+](=O)[O-]	0	-9	-1	6	-7	0	3	-2	1
4	Cc1cc(C)c2nc(-c3ccccn3)cc(C(=O)NCc3ccco3)c2c1	8	-7	8	-4	-3	0	-3	-2	2
5	COc1ccc(/C=C2\SC(=O)N(CC(=O)Nc3ccc(F)cc3)C2=O)cc1O	4	3	-3	10	-4	-3	-7	3	7
6	CCN(CC)S(=O)(=O)c1ccc(C(=O)OCn2c(SC)nnc(C)c2=O)cc1	4	0	3	1	-5	4	-5	5	4
7	CCOC(=O)/C(=C\Nc1ccccc1C(F)(F)F)Sc1ncc(C(F)(F)F)cc1Cl	8	4	-10	0	-4	1	-2	-3	0
8	COc1ccc(N2CCN(C(=O)CNS(=O)(=O)c3ccc(C)cc3)CC2)cc1	9	-9	12	-5	-7	-2	3	1	2
9	Cc1ccc(S(=O)(=O)Nc2cc3c4c(c2)CCN4C(=O)CC3)cc1	2	-13	23	-21	4	0	9	-10	2
10	CCOC(=O)c1c(NC(=S)Nc2ccc(OC)cc2)sc2c1CCCCC2	2	-10	13	-11	1	1	2	-5	1
11	COc1c(C)cc(C(=O)C2CCCN(C(=O)CCCn3cncn3)C2)cc1C (stereo not drawn)	2	-25	9	-5	-4	3	7	-3	0
12	CCCc1nc2ccc(C)cn2c1Cc1ccc(OC)cc1C	0	-15	-5	4	-6	-1	5	4	2
13	COc1ccc(-c2cc(-c3ccccc3)nc(SCC(=O)Nc3ncc(C)s3)c2C#N)cc1	0	0	4	5	-4	-2	-2	1	1
14	Cc1ccc(S(=O)(=O)CCC(=O)c2cccc([N+](=O)[O-])c2)cc1	-2	-3	2	-1	-1	-4	0	8	2
15	COCCn1cnc2c1c(=O)n(CC(=O)NC(=O)NC(C)(C)C)c(=O)n2Cc1ccccc1	2	-7	5	9	-8	1	-5	2	8
16	CC1CCN(S(=O)(=O)c2cccc(C(=O)NCC3CCCO3)c2)CC1 (stereo not drawn)	1	-18	13	4	-1	-2	-4	-4	2
17	Cc1cc(NS(=O)(=O)c2ccc(NC(=O)CCCC(=O)O)cc2)nc(C)n1	1	-11	8	0	-2	-1	-1	-3	0
18	CN(Cc1cc(=O)n2ccsc2n1)c1ccccc1	5	-9	10	8	-6	-1	-1	4	2
19	CCCCn1c(CCNC(=O)c2cccs2)nc2ccccc21	4	-4	1	1	-1	-5	-6	4	7
20	CCCC1(C(=O)OCC)NC(c2ccco2)C2C(=O)N(C)C(=O)C21 (stereo not drawn)	7	-11	8	-5	-1	-1	3	-4	1
21	CCCC(=O)NC(=S)Nc1c(C)cc(Br)cc1C	5	-3	-7	8	-8	-8	-7	-1	2
22	Cc1ccc(CNC(=O)Cn2ncn3cccc3c2=O)cc1	0	-10	8	-4	1	2	1	-12	1
23	Nc1nc(N2CCOCC2)n[nH]1	8	-3	7	-2	0	-3	1	-5	0
24	N#Cc1c(NCCCO)nc(-c2ccco2)c2c1CCCC2	16	-11	10	-2	-1	1	-2	3	0
25	Cc1ccc(-c2cc(C(=O)N3CCOCC3)no2)cc1	-5	-3	12	7	0	-3	0	1	3
26	Cc1cc(CN(C)Cc2c(C(=O)N3CCCCCCC3)nc3ccc(Cl)cn23)n[nH]1	4	-7	8	-7	-9	0	-2	4	1
27	O/N=C1\CCCc2c1nc(-c1ccccc1F)n2O	1	-12	13	-11	1	5	6	-12	1
28	S=C(Nc1ccc2nsnc2c1)N1CCCC1	12	-2	11	-3	-6	1	7	5	2
29	CCCCN(C(=O)c1cc(CC)c(C)s1)c1c(N)n(CCC)c(=O)[nH]c1=O	2	-3	1	-2	0	1	2	0	1
30	COc1ccc(S(=O)(=O)NCC(c2ccc(F)cc2)N2CCN(C)CC2)cc1 (stereo not drawn)	2	-2	-1	6	-5	-10	-1	-13	1

Some of the entries above in a different format:
Order of values: TAAR1 ag, CHRM1 antagonist, M1 PAM, CHRM5 antagonist, M1 ag, CHRM5 agonist, CHRM5 PAM, CHRM4 antagonist, M4 ag
20. CCCC1(C(=O)OCC)NC(c2ccco2)C2C(=O)N(C)C(=O)C21 (stereo not drawn)
 : 7, -11, 8, -5, -1, -1, 3, -4, 1
21. CCCC(=O)NC(=S)Nc1c(C)cc(Br)cc1C
 : 5, -3, -7, 8, -8, -8, -7, -1, 2
22. Cc1ccc(CNC(=O)Cn2ncn3cccc3c2=O)cc1
 : 0, -10, 8, -4, 1, 2, 1, -12, 1
23. Nc1nc(N2CCOCC2)n[nH]1
 : 8, -3, 7, -2, 0, -3, 1, -5, 0
24. N#Cc1c(NCCCO)nc(-c2ccco2)c2c1CCCC2
 : 16, -11, 10, -2, -1, 1, -2, 3, 0
25. Cc1ccc(-c2cc(C(=O)N3CCOCC3)no2)cc1
 : -5, -3, 12, 7, 0, -3, 0, 1, 3
26. Cc1cc(CN(C)Cc2c(C(=O)N3CCCCCCC3)nc3ccc(Cl)cn23)n[nH]1
 : 4, -7, 8, -7, -9, 0, -2, 4, 1
27. O/N=C1\CCCc2c1nc(-c1ccccc1F)n2O
 : 1, -12, 13, -11, 1, 5, 6, -12, 1
28. S=C(Nc1ccc2nsnc2c1)N1CCCC1
 : 12, -2, 11, -3, -6, 1, 7, 5, 2
29. CCCCN(C(=O)c1cc(CC)c(C)s1)c1c(N)n(CCC)c(=O)[nH]c1=O
 : 2, -3, 1, -2, 0, 1, 2, 0, 1
30. COc1ccc(S(=O)(=O)NCC(c2ccc(F)cc2)N2CCN(C)CC2)cc1 (stereo not drawn)
 : 2, -2, -1, 6, -5, -10, -1, -13, 1

(continued)
no.	SMILES	TAAR1 ag	CHRM1 antagonist	M1 PAM	CHRM5 antagonist	M1 ag	CHRM5 agonist	CHRM5 PAM	CHRM4 antagonist	M4 ag
31	CN1CCN(C(=O)CCN2C(=O)/C(=C\c3ccccc3F)SC2=S)CC1	2	0	3	-2	-3	0	2	-10	4
32	Cc1nc2ccccc2c(=O)n1/N=C/C=C/c1ccccc1	3	-6	6	-5	-2	1	9	-15	2
33	CCCCOc1ccc(C(=O)Nc2ccncc2)cc1	-1	22	-5	17	-1	8	-14	22	10
34	COc1cccc(-c2cccc(NC(=O)C3CCN(Cc4ccc(C)o4)CC3)c2)c1	1	-3	-3	6	-14	-10	1	5	0
35	Cc1cc(-c2ccccc2)c2c3c(c(-c4ccccc4)n2n1)c(=O)n(C)c(=O)n3C	.	-10	5	-4	-5	2	8	4	1
36	O=C(NCc1cccc(Cl)c1)C1Cc2c(-c3ccccc3Oc3ccccc3)ccnc2O1 (stereo not drawn)	0	-15	10	-2	5	1	2	-10	1
37	CC(C)c1cc(N=O)cc(C(C)C)c1O	2	-8	-4	-23	-7	-12	2	-19	-1
38	COc1ccccc1N1CC(C(=O)Nc2cc(C(F)(F)F)ccc2N2CCCC2)CC1=O (stereo not drawn)	5	0	5	1	0	1	-5	-1	6
39	CC(=O)c1ccc(OC(=O)C2c3ccccc3Oc3ccccc32)cc1	5	11	-4	-2	-5	-10	-2	-3	-1
40	Cn1c(=O)oc2cc(S(=O)(=O)N3CCCC(C(=O)NCC4COc5ccccc5O4)C3)ccc21 (stereo not drawn)	3	-11	1	9	-3	1	-13	-12	10
41	COCCOC(=O)c1c(C)oc2cc(Br)c(OCC(N)=O)cc12	2	-6	5	5	-9	-1	-5	-3	3
42	O=C(Cc1ccccc1)NCC(=O)N1CCN(c2ccccc2F)CC1	-1	-16	12	-4	-1	-2	6	-4	0
43	O=C1c2ccccc2NC(c2ccc(-c3ccccc3F)o2)N1O (stereo not drawn)	4	-10	9	3	-4	1	3	-8	1
44	C/C(=N\NC(=O)c1ccccc1O)c1c(O)cc(C)oc1=O	13	-7	3	-3	0	2	-6	-4	0
45	COc1ccc(CSc2nc(C)cc(C)c2C#N)cc1	-2	11	-5	13	-6	-6	-9	-2	-1
46	O=C(Nc1cccc(Cl)c1)N(CCN1CCOCC1)Cc1ccccc1F	9	5	2	6	-3	2	-4	-3	9
47	CC(C)C[C@@H]1COc2cc(N(C)CCO)ccc2S(=O)(=O)N1	0	.	.	-10	.	1	1	2	2
48	CCN(CC)S(=O)(=O)c1cccc(C(=O)N/N=C/c2ccccn2)c1	7	-15	7	6	-3	0	-10	-4	6
49	COc1cc2c(cc1OC)C(=O)NCC(C)(C)O2	3	-5	6	-1	-5	-1	-1	-1	1
50	Cc1ccc(C(=O)NCCC(=O)N2CCC3(CC2)NCCc2[nH]cnc23)cc1	1	3	1	-8	-4	-1	5	-6	1
51	Cn1nc(C(=O)OCC(=O)c2ccc[nH]2)c2ccccc2c1=O	2	-7	6	-10	-6	0	-3	-12	1
